# Compound activity: PubChem, several laboratories
# FLuc stim CS = firefly luciferase counter-screen for stimulation assays; ATPlite luciferase biochemical, luminescence, 10 min; 0 = ATP-free wells, 1 = DMSO control; activation factor at 10 µM; 200,000 tested, under 10 active;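 active means luciferase activation factor, scaled between plate controls, of at least 2 with compound at 10 µM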
# Target sequence (P08659 whole entry, looked up): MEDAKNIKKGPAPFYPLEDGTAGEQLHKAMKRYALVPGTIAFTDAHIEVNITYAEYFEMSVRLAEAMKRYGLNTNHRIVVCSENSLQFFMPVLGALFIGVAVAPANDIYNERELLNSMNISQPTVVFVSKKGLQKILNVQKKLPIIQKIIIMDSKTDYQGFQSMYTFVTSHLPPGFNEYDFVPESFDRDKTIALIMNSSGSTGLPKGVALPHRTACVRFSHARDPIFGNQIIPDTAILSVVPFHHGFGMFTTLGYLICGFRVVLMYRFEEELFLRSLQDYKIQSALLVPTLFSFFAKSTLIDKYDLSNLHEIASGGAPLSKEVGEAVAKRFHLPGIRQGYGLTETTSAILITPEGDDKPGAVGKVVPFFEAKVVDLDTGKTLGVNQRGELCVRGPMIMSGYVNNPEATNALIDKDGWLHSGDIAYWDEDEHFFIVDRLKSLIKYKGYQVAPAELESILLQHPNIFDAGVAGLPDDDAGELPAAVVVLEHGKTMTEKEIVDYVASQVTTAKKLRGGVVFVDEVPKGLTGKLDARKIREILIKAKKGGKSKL
#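 Material: luciferase plus luciferin reagent, cell-free. Medium: PBS buffer for ATP. Also added: ATP substrate, dispensed from a 10.24 µM working solution in PBS. Doses: test compounds dosed from 2 mM stocks in 100% DMSO. Incubation: 10 min post-reagent at room temperature. Technique: light output (luminescence). Read-out basis: luminescence gain marking luciferase activators.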
# NF-kB neuron act = NF-kB expression increase, human neuronal cells. NF-kB reporter expression; hits give high values. fold change at 12.5 µM. 1.6% of 190,000 active; in the data active means fold change above about 3.3
# Hsp70 activator = switches on Hsp70 transcription. activation, % at 10 µM. 0.04% of 200,000 active. HeLa Hsp70 promoter luciferase reporter, luminescence; scaled: vehicle 0, proteasome-inhibitor control 100%. AID 1203;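 active means activation above the mean across all tested compounds plus 3 SD, cutoff set per campaign, cut at about 5.5% in these data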;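 further: 100% = MG132 at 30 µM as the positive control and 0% = DMSO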
# APP 5'UTR act = activates APP 5'UTR luciferase reporter | activation, % at 2 µM | SH-SY5Y APP 5'UTR luciferase reporter, luminescence; zero percent = DMSO vehicle wells | 1% of 190,000 active | AID 1276;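 active means activation above a set limit, based on mean plus 3 SD of controls, cut at about 140% in these data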; further: values of inactives mirror those of a sister screen read the other way
# FLuc inh counter = counter-screen for luciferase assay inhibitors: firefly luciferase inhibition; inhibition, % at 10 µM; ATPLite firefly luciferase biochemical luminescence, 10 min; P08659; 1.5% of 200,000 active;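 active means inhibition above about 50% when tested at 10 µM, limit read from the data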
# G6PDH counter = L. mesenteroides G6PDH inhibition counter-screen | 0.12% of 200,000 active | AID 1020 | Purified L. mesenteroides G6PDH, diaphorase/resazurin coupled fluorescence, 45 min | inhibition, % at 5 µM; in the data active means inhibition above about 50%
# DTT redox prof = compounds producing H2O2 with reducing agent – biochemical, NIH compound library profiling, artefact control for MLSCN library redox annotation, primary screen | DTT-dependent redox cycling H2O2, phenol red/HRP absorbance; 100% = 100 µM peroxide control, 0% = buffer | activation, % at 10 µM | 0.03% of 200,000 active;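 active means activation of at least 50% relative to the plate's high and low controls in the primary single-dose screen; inactive means activation below 50%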;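 further: compound incubated with DTT at 0.8 mM final as the reducing agent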
# APP 5UTR inh = APP translation inhibition; SH-SY5Y APP 5'UTR-luciferase reporter, luminescence; inhibition, % at 2 µM; 0.82% of 190,000 active;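 active means inhibition above a set limit, derived from the sample mean plus 3 SD, cut at about 45% in these data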; further: values of inactives mirror those of a sister screen read the other way
# STAT1 act = STAT1 signaling activation; 2.6% of 200,000 active; activation (% of control), % at 5.5 µM; AID 932; NIH 3T3 STAT1-luciferase reporter, IFN-gamma, luminescence; 100% = IFN-gamma alone, no compound;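 active means activation above the screen-wide mean activation plus 3 SD, cut at about 130% in these data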;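 further: raw ratio to IFN-gamma control signal so 100% means no change and 0% no light; values of inactives mirror those of a sister screen read the other way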
# HMGR II inh = E. faecalis class II HMG-CoA reductase inhibition | purified E. faecalis HMGR, NADPH absorbance 340 nm kinetic | inhibition, % at 10 µM | 0.41% of 190,000 active | AID 1066;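 active means inhibition above a set limit, the median over all tested compounds plus 3 SD, cut at about 9.5% in these data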;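 further: enzyme runs in reverse so mevalonate oxidation gives rising NADPH absorbance; 0% = complete reaction with DMSO and 100% = background rate lacking mevalonate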
# * marks the source's active call; other numbers are inactive results; / = not tested or not shown.
1) COc1cc(C2C(C(C)=O)=C(O)C(=O)N2c2ccc(C)cc2)ccc1O (stereo unspecified)
2) CC1CC(C)CN(C(=O)CCc2ccccc2)C1 (stereo unspecified)
3) CCn1c(SCC(N)=O)nc2sc3c(c2c1=O)CCCC3
4) Cc1ccc(S(=O)(=O)Nc2ccc(-c3nnc(SCC#N)n3C)cc2)cc1
5) CC(NC(=O)Nc1ncccn1)(C(F)(F)F)C(F)(F)F
6) COc1ccc(CCNC(=O)CN2CCN(c3ccccc3Cl)CC2)cc1
7) O=C1C2C3C=CC(C4CC34)C2C(=O)N1/N=C/c1ccc(-c2ccccc2[N+](=O)[O-])o1 (stereo unspecified)
8) N/C(CCN1CCOCC1)=N/O

compound no.,1,2,3,4,5,6,7,8
FLuc stim CS,1,1,1,1,0.9,1.1,0.9,1.1
NF-kB neuron act,1.1,1.2,1.1,0.99,1.5,0.95,0.63,1.1
Hsp70 activator,-0.1,-0.1,-0.2,0.1,0.2,-0.4,-0.3,-0.1
APP 5'UTR act,8,28,20,-7,8,4,-13,-14
FLuc inh counter,-4,-3,-4,-2,6,-5,7,-10
G6PDH counter,-14,1,2,10,24,3,4,2
DTT redox prof,2.4,-0.2,-1.9,-0.3,0.0,-0.3,0.0,-0.7
APP 5UTR inh,-8,-28,-20,7,-8,-4,13,14
STAT1 act,105,115,103,93,110,101,98,100
HMGR II inh,1,-2,-4,-2,-2,-3,1,-4

9) CC(C)(C)C1c2[nH]c3ccccc3c2CCN1CCCn1cccn1 (stereo unspecified)
10) CCn1c2ccccc2c2cc(/C=N/O)ccc21
11) O=C(COc1ccc2ccccc2c1Br)Nc1ncn[nH]1
12) Cc1cc(-c2nnc(CCC(=O)NCc3ccc(F)c(F)c3)o2)no1
13) CCCC(C)C(=O)Nc1ccc(Cl)cn1 (stereo unspecified)
14) Cc1ccc2nc(-c3ccc(NS(=O)(=O)c4ccccc4)cc3)sc2c1
15) CC(C)CC(=O)NN1CCCCC1
16) Cc1c(NC(=O)Nc2cccc(Cl)c2)c(=O)n(-c2ccccc2)n1C

compound no.,9,10,11,12,13,14,15,16
FLuc stim CS,1.1,1,0.8,1,1,1,1.1,1.1
NF-kB neuron act,0.88,0.89,1.2,1.2,1.1,1.3,1.2,0.9
Hsp70 activator,-0.1,0.1,-0.2,-0.2,0.0,0.0,-0.1,0.0
APP 5'UTR act,7,3,19,-8,7,1,1,-5
FLuc inh counter,-9,-2,21,-3,-5,1,-7,-8
G6PDH counter,7,-2,6,4,0,-13,4,-4
DTT redox prof,-0.7,0.1,-3.6,0.2,-0.6,-0.5,-14,-2.2
APP 5UTR inh,-7,-4,-19,8,-7,-1,-1,5
STAT1 act,79,112,108,99,100,110,95,107
HMGR II inh,-4,-2,-5,1,-2,1,-8,3

17) CCOC(=O)c1c(C)nc2ccccc2c1C
18) O=C(COc1ccc(Br)cc1CNC1CCCCC1)NCCc1ccccc1
19) COc1cc(-c2nnc(SCC(=O)N3CCCC3)o2)cc(OC)c1OC
20) CC(C)CCNC(=O)C(C)N(Cc1ccc(F)cc1)C(=O)c1ccc(CN2CCOCC2)o1 (stereo unspecified)
21) O=C(CN1CCN(c2ccccc2O)CC1)NCCCc1ccccc1
22) COc1cccc(C(=O)N2CCN(C3CCC(c4ccccc4)CC3)CC2)c1 (stereo unspecified)
23) COc1ccc(N2C(=O)CC(N3CCN(S(=O)(=O)c4ccc(Cl)cc4)CC3)C2=O)cc1 (stereo unspecified)
24) CC(C)OCCCNc1ncc2c(n1)CC(c1ccc(N(C)C)cc1)CC2=O (stereo unspecified)

compound no.,17,18,19,20,21,22,23,24
FLuc stim CS,1,1.1,1,1,1.1,1.1,1.1,1
NF-kB neuron act,1.1,0.68,1.2,1.2,1,1.1,0.99,1.4
Hsp70 activator,0.1,0.0,0.3,-0.3,-0.3,-0.3,-0.3,-0.3
APP 5'UTR act,12,-1,0,5,4,9,-2,3
FLuc inh counter,1,-8,-2,-2,-12,-6,-5,-4
G6PDH counter,-2,6,5,-3,9,0,0,-4
DTT redox prof,0.4,-1.3,-0.8,-0.1,-0.5,-0.8,0.1,1.3
APP 5UTR inh,-12,1,0,-4,-4,-9,2,-4
STAT1 act,99,100,102,102,101,95,102,100
HMGR II inh,-2,-7,-6,-4,-3,-6,9.6*,2

25) CNC(=O)c1nnc(Cc2ccc(F)cc2)o1
26) CC(=O)Nc1ccc2nc(NC(=O)COc3cccc(C)c3)sc2c1
27) O=C(Cc1ccccc1)N/N=C/c1ccc(Cl)cc1Cl
28) CCN(CC)CCCOc1ccc(Cl)c(Cl)c1
29) CS(=O)(=O)N(CC(=O)NC1CCCC1)c1cccc(F)c1
30) O=C1CC(c2ccc(F)cc2)C2=C(CCCC2=O)N1 (stereo unspecified)
31) Cc1ccc(S(=O)(=O)NC(CC(=O)N2CCOCC2)c2ccco2)cc1 (stereo unspecified)
32) COc1ccc(CCNC(=O)CCC(=O)N2CCN(S(=O)(=O)c3ccc(Cl)cc3)CC2)cc1OC

compound no.,25,26,27,28,29,30,31,32
FLuc stim CS,1,0.9,1,1,1,1,1,1.1
NF-kB neuron act,1.2,0.86,1.4,1.2,1.2,0.99,1.2,0.92
Hsp70 activator,/,-0.2,-0.2,-0.3,-0.2,-0.3,0.0,-0.1
APP 5'UTR act,-8,27,-6,-5,-1,-7,6,4
FLuc inh counter,-5,6,4,-5,0,-4,1,-7
G6PDH counter,12,12,2,-1,0,5,34,-4
DTT redox prof,-1.4,-0.2,2.0,0.2,2.5,1.4,1.0,1.1
APP 5UTR inh,8,-26,6,5,1,7,-6,-4
STAT1 act,/,109,96,97,99,94,107,102
HMGR II inh,-9,0,3,-4,-6,-1,-3,-4

33) CC(NC(=O)Cn1nc(C(F)(F)F)c2c1CCC2)c1ccccc1 (stereo unspecified)
34) O=C(COC(=O)c1ccc(NS(=O)(=O)c2cccs2)cc1)Nc1nc2c(F)c(F)c(F)cc2s1
35) COC(=O)Cn1cc(/C=N/NC(=O)COc2cccc3cccnc23)c2ccccc21
36) O=C(CSC1=NCCS1)N1CCc2ccccc21
37) O=C1CC(c2ccco2)CC(O)=C1C=NCCO (stereo unspecified)
38) COc1ccccc1C1NC(c2ccccc2OC)C(C)C(=O)C1C (stereo unspecified)
39) CC1CCc2cccc3c2N1c1cc(C#N)c(C#N)cc1O3 (stereo unspecified)
40) O=C(NCC1CCCO1)c1sc2cc(Cl)ccc2c1Cl (stereo unspecified)

compound no.,33,34,35,36,37,38,39,40
FLuc stim CS,1,1,1,0.8,1,1,1.1,0.8
NF-kB neuron act,1.1,1.2,1,3.5*,0.92,1.2,1.1,2.7
Hsp70 activator,0.3,-0.1,-0.2,0.4,-0.1,-0.1,-0.3,0.1
APP 5'UTR act,-5,15,13,85,18,-11,-9,47
FLuc inh counter,-2,-3,4,16,3,-2,-7,20
G6PDH counter,15,4,-23,1,8,-1,6,-6
DTT redox prof,1.5,-0.7,0.4,1.1,2.5,0.2,-0.5,0.1
APP 5UTR inh,5,-15,-13,-85,-18,11,9,-47
STAT1 act,105,105,106,127,99,102,108,123
HMGR II inh,-9,-3,-3,-5,0,-7,-2,-3

41) O=C1CC(c2ccccc2)CN1Cc1ccccc1 (stereo unspecified)
42) COc1ccc(C(=O)Nc2cc(Cl)ccc2OC(=O)c2ccc(OC)cc2)cc1
43) Cn1c(CNc2cccc(Cl)c2)nnc1SCC#N
44) N#Cc1ccc(-c2ccc(F)cc2)nc1Sc1ccc(F)cc1
45) Nc1cccc([N+](=O)[O-])c1
46) Cc1cc(OCC(=O)N2CCCC2)ccc1Cl
47) COC(=O)CCC/C=C1/SCC(NC(=O)c2ccccc2)C1O (stereo unspecified)
48) CCCc1cc(C(=O)OC)c(NC(=O)OCC)s1

compound no.,41,42,43,44,45,46,47,48
FLuc stim CS,1.1,1,1.1,1,1,1,1.1,1.1
NF-kB neuron act,0.93,2.5,0.98,1.3,/,1.7,1,0.94
Hsp70 activator,-0.6,-0.2,-0.1,0.0,0.2,0.1,-0.2,-0.5
APP 5'UTR act,13,60,6,11,-16,4,-13,3
FLuc inh counter,-6,-1,-7,-3,0,-3,-7,-9
G6PDH counter,-5,6,9,3,-5,-2,-2,-6
DTT redox prof,-0.2,-3.1,-0.1,-3.9,-0.6,-2.5,-0.8,-2.3
APP 5UTR inh,-13,-60,-6,-11,16,-4,13,-3
STAT1 act,101,96,102,93,101,117,98,95
HMGR II inh,1,1,4,1,-3,-4,1,0

49) COc1ccnc(N=CNOCc2cccc(Cl)c2Cl)c1C#N
50) COc1cccc(NC=C2C(=O)OC(C)(C)OC2=O)c1
51) Cc1[nH]c(=O)[nH]c1C(=O)CCCCC(=O)OCC(=O)Nc1ccccn1
52) c1ccc(Oc2ncnc3sccc23)cc1
53) COC(=O)CC1SC(=O)NC1=Nc1ccc(C)cc1 (stereo unspecified)
54) CCOC(=O)c1cc2c(nc1NC(=S)NCc1ccccc1)CCCC2
55) CC1CCCN(S(=O)(=O)c2ccc(C(=O)Nc3ccccc3-c3nc4ccccc4[nH]3)cc2)C1 (stereo unspecified)
56) CC(C)NC(=O)C1CCN(C2CCN(C(=O)Cc3ccc4c(c3)OCO4)CC2)CC1

compound no.,49,50,51,52,53,54,55,56
FLuc stim CS,1.1,1,1,0.9,1.1,1.1,1.1,1.1
NF-kB neuron act,1.3,0.91,1.1,1.1,1.3,1.4,0.92,1.1
Hsp70 activator,-0.1,-0.3,0.4,-0.3,-0.1,-0.1,-0.2,-0.3
APP 5'UTR act,-15,17,-3,5,10,45,1,0
FLuc inh counter,-10,4,-4,7,-8,-8,-8,-8
G6PDH counter,-4,3,-4,2,2,-4,-20,4
DTT redox prof,0.4,-2.1,-0.1,0.8,-1.9,0.7,0.5,-0.8
APP 5UTR inh,15,-17,3,-5,-10,-45,-1,0
STAT1 act,105,105,104,100,100,105,98,96
HMGR II inh,1,-1,-2,-2,-2,-4,-1,2

# 4 structures from above, arranged by SMILES length, largest number first.
7) O=C1C2C3C=CC(C4CC34)C2C(=O)N1/N=C/c1ccc(-c2ccccc2[N+](=O)[O-])o1 (stereo unspecified)
30) O=C1CC(c2ccc(F)cc2)C2=C(CCCC2=O)N1 (stereo unspecified)
10) CCn1c2ccccc2c2cc(/C=N/O)ccc21
15) CC(C)CC(=O)NN1CCCCC1

compound no.,7,30,10,15
FLuc stim CS,0.9,1,1,1.1
NF-kB neuron act,0.63,0.99,0.89,1.2
Hsp70 activator,-0.3,-0.3,0.1,-0.1
APP 5'UTR act,-13,-7,3,1
FLuc inh counter,7,-4,-2,-7
G6PDH counter,4,5,-2,4
DTT redox prof,0.0,1.4,0.1,-14
APP 5UTR inh,13,7,-4,-1
STAT1 act,98,94,112,95
HMGR II inh,1,-1,-2,-8

# Later entries
57) O=C(CC(c1ccccc1)c1ccccc1)NCC1CCCO1 (stereo unspecified)
58) O=C1NC(=O)/C(=C\c2ccsc2)N1
59) C/C=C(/C)C(=O)OC1c2c(ccc3ccc(=O)oc23)OC(C)(C)C1OC(C)=O (stereo unspecified)
60) O=C1OCCC1Sc1nc2cc(Cl)ccc2s1 (stereo unspecified)

compound no.,57,58,59,60
FLuc stim CS,1.1,1,1.1,1.1
NF-kB neuron act,1,1.3,0.93,1.2
Hsp70 activator,-0.3,-0.2,-0.3,0.0
APP 5'UTR act,14,22,13,9
FLuc inh counter,-5,1,-7,-6
G6PDH counter,5,9,6,6
DTT redox prof,-4.7,-0.4,2.3,-2.2
APP 5UTR inh,-14,-22,-13,-9
STAT1 act,105,103,99,110
HMGR II inh,4,2,-8,-7
